Screening results: PubChem BioAssay, several laboratories
UHRF1 MBD2 ctr: UHRF1 methylated DNA binding inhibitors, primary screen, counter-screen for MBD2 inhibitor project, biochemical, TR-FRET, human UHRF1, single concentration; E3 ubiquitin-protein ligase UHRF1 (Homo sapiens), Q96T88; UHRF1 binding to methylated oligo; inhibition, % at 4.4 µM; 0.75% of 370,000 active; in the data active = inhibition above about 21%;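 also: UHRF1 SRA domain binding a hemimethylated CpG hairpin DNA probe; 0% = median of test compound wells and 100% = reference inhibitor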
TCR CD3 inh: inhibitors of human TCR-CD3 interaction, primary screen, biochemical, fluorescence, TAMRA-labeled TCR probe; inhibition, % at 9.4 µM; 0.37% of 360,000 active; in the data active = inhibition above about 19%;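 also: recombinant mutant TCR 2C K166C tagged with TAMRA read by polarization; 0% = receptor in buffer alone and 100% = receptor with positive control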
MBD2 inh: inhibitors of MBD2 binding to methylated DNA, primary screen, biochemical, TR-FRET, DNA-binding domain, human. Methyl-CpG-binding domain protein 2 (Homo sapiens), Q9UBB5. MBD2 binding to methylated oligonucleotide. inhibition, % at 4.4 µM. 0.31% of 370,000 active. AID 686964, 2013; in the data active = inhibition above about 13%
Target sequence (Q9UBB5 whole entry, looked up, the tested form may be a part): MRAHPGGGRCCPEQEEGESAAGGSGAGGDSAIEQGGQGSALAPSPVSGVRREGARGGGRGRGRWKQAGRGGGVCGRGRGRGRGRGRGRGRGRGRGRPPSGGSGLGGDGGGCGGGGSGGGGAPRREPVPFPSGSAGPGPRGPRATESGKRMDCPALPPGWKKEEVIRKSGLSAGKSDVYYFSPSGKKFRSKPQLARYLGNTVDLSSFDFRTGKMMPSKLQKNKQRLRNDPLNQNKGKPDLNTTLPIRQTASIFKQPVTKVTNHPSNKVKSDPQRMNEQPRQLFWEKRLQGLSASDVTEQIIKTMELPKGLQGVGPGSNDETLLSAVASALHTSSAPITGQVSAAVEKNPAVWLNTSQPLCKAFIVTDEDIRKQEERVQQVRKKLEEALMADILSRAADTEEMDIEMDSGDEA
HTRA1 inh: HTRA1 serine protease inhibitors, primary screen, biochemical, fluorescence polarization, HTS; Q92743; recombinant HTRA1, FP-rhodamine activity-based probe; AID 504803, 2011; inhibition, % at 5.96 µM; 0.5% of 340,000 active; in the data active = inhibition above about 36%;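 also: 0% = enzyme with DMSO and 100% = wells lacking enzyme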
LEDGF integ inh: blockers of LEDGF/p75-dependent integrase strand transfer – biochemical, TR-FRET, high throughput, primary screen; 0.64% of 370,000 active; AID 743269, 2014; TR-FRET IN-LEDGF/p75 DNA integration, Eu/Cy5; inhibition, % at 3.7 µM;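 active = inhibition above the screen-wide mean plus 3 SD, cut at about 13% in these data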;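 also: signal is the Cy5 over europium emission ratio at 671 and 618 nm; 0% = plate median of compound wells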
rCAG binder: binders of r(CAG) RNA repeats, primary screen, biochemical, fluorescence. r(CAG) RNA repeat, TO-PRO-1 dye displacement fluorescence. inhibition, % at 3 µM. 1.3% of 370,000 active. AID 651821, 2012;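 active = inhibition above the plate cutoff, the mean of all test compounds on that plate plus 3 SD, cut at about 35% in these data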;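 also: 0% = DMSO alone and 100% = 100 µM mitoxantrone as full dye displacement; higher means more dye released from RNA so lower well fluorescence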
PRMT1 inh: PRMT1 methyltransferase inhibitors, primary screen, biochemical, fluorescence polarization | AID 652257, 2013 | 1.3% of 370,000 active | recombinant PRMT1, activity-based probe fluorescence polarization | inhibition, % at 2.79 µM;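 active = inhibition above about 21% made by adding two undisclosed values, limit read from the data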
NR1D1 modulator: modulators of Rev-erb alpha DNA binding, primary screen, biochemical, FITC-DNA, fluorescence polarization, uHTS; Nuclear receptor subfamily 1 group D member 1 (Homo sapiens), P20393; Rev-erbα–FITC-DNA binding, 90 min; activity, % at 10 µM; 0.79% of 370,000 active;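 active = activity above about 14%, limit read from the data; passing the limit was not always enough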;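 also: 0% = DMSO wells with 35 nM protein and 100% = DMSO wells with 750 nM protein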
PG9 Ab binder: binders of HIV-1 gp120 antibody PG9, primary screen, biochemical, TR-FRET | inhibition, % at 6.7 µM | TR-FRET gp120-PG9 antibody binding | HIV-1 gp120 / PG9 antibody interaction | 0.43% of 360,000 active; in the data active = inhibition above about 8.5%
mABHD4 FP: ABHD4 inhibitors, primary screen, biochemical, fluorescence polarization, mouse; inhibition, % at 8.92 µM; (Lyso)-N-acylphosphatidylethanolamine lipase (Mus musculus), Q8VD66; purified mABHD4, FP-Rh probe fluorescence polarization; 0.54% of 370,000 active; AID 720543, 2013;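 active = inhibition exceeding the mean over every tested compound plus 3 SD, cut at about 30% in these data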;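 also: 0% = plate median of compound wells and 100% = S159A mutant with DMSO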
Target sequence (Q8VD66 whole entry, looked up): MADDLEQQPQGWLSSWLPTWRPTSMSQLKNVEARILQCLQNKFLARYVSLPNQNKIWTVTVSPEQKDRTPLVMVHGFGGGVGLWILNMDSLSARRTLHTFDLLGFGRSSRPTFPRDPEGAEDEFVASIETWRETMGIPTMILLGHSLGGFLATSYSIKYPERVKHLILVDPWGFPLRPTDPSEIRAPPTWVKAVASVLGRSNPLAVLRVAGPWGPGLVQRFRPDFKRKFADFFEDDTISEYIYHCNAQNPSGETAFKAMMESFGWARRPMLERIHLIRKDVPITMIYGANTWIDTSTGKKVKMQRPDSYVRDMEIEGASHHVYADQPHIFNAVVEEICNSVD
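Test system: mABHD4 protein | Buffer or medium: HEPES pH 7.0 buffer, 150 mM NaCl, 0.01% Pluronic F-127 | Probe or stimulus: FP-Rh fluorescent activity-based probe, added after compound pre-incubation | Timing: Pre-incubation 45 min, probe exposure 60 min, at 25 °C | Technique: Fluorescence polarization, excitation 525 nm, emission 598 nm, BODIPY TMR filters | Repeats: Single well per compound (singlicate)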
An asterisk follows results filed as active; / = not tested or not shown. The list is partial; rates above refer to the full screens.

SMILES	UHRF1 MBD2 ctr	TCR CD3 inh	MBD2 inh	HTRA1 inh	LEDGF integ inh	rCAG binder	PRMT1 inh	NR1D1 modulator	PG9 Ab binder	mABHD4 FP
Cc1ccc([C@H]2C[C@H](n3cc(-c4ccc(F)cc4)nn3)[C@@H](O)CN2C(=O)c2cccs2)cc1	2	-7	10	-41	-1	9	0	-9	-2.1	-4
O=C(O)CNC(=O)c1ccccc1NC(=O)c1ccco1	-3	1	4	6	10	1	1	-7	2.2	4
OC[C@@H]1CN(Cc2ccc(Cl)cc2)C[C@H](n2cnc3c(N4CCCC4)ncnc32)O1	0	1	1	/	-1	3	2	-3	-0.5	-1
O=C(CSc1nnc(-c2ccco2)n1CC1CCCO1)NC1CCCC1 (stereo unspecified)	-2	6	2	1	-3	-3	0	-1	3.1	3
Cc1ccc(C(=O)NC2CC3CCCC(C2)N3C(=S)NCc2ccco2)cc1 (stereo unspecified)	1	2	1	-9	-2	2	5	2	1.0	2
O=C(N/N=C/c1cc2c(cc1Cl)OCO2)c1ccc2c(c1)OCCO2	-2	7	-6	-4	2	-1	-2	-4	-2.3	-9
COc1ccccc1N1CCN(C(=O)c2sc3nc(-c4ccc(F)cc4)cn3c2C)CC1	3	-5	4	-39	-3	6	5	-2	0.7	-15
CCC1C(=O)N(C)CCc2ccccc21 (stereo unspecified)	1	5	-2	0	6	4	-4	0	-2.5	-9
Cn1nc(C(F)(F)F)cc1C(=O)Nc1ccc(-c2ccno2)cc1	-2	7	-1	-17	-4	-1	2	-2	-0.5	-11
CN(C)c1nccc(Nc2ccccc2)c1C#N	0	-6	-5	0	-2	-3	-1	-7	0.1	8
CCOc1ccc(NC(=O)CN2C(=O)NC(C)(c3ccc(OC(F)F)cc3)C2=O)cc1 (stereo unspecified)	-1	-2	1	-4	-2	-3	3	-2	1.0	-9
Cn1c(=O)[nH]c(=O)c2c1nc(SCCO)n2CCCc1ccccc1	1	-9	-1	2	-1	-4	-3	3	-2.3	6

Overlap with the part before: three compounds, then new ones.
SMILES	UHRF1 MBD2 ctr	TCR CD3 inh	MBD2 inh	HTRA1 inh	LEDGF integ inh	rCAG binder	PRMT1 inh	NR1D1 modulator	PG9 Ab binder	mABHD4 FP
CN(C)c1nccc(Nc2ccccc2)c1C#N	0	-6	-5	0	-2	-3	-1	-7	0.1	8
CCOc1ccc(NC(=O)CN2C(=O)NC(C)(c3ccc(OC(F)F)cc3)C2=O)cc1 (stereo unspecified)	-1	-2	1	-4	-2	-3	3	-2	1.0	-9
Cn1c(=O)[nH]c(=O)c2c1nc(SCCO)n2CCCc1ccccc1	1	-9	-1	2	-1	-4	-3	3	-2.3	6
Cc1cc(Cl)ccc1C(=O)C1CCCN(C(=O)c2cc(C(C)C)no2)C1 (stereo unspecified)	-2	0	3	-5	2	-8	-2	1	0.0	-6
O=C(CCC1CCCCC1)N1CCN(Cc2ccc3c(c2)OCO3)CC1	-3	11	0	-1	0	-8	-2	-1	-3.8	1
COc1cc(/C=N/NC(=O)c2cccc(S(=O)(=O)N3CCCC3)c2)cc(OC)c1O	-3	-2	-3	2	0	1	-6	4	-4.7	3
C/C(=N\O)C(C)NC(=O)c1ccccc1 (stereo unspecified)	1	-3	-3	-1	-6	0	2	4	-1.9	6
COc1ccc(-c2cc(NC=O)c3ncc(-c4ccc(OC)c(OC)c4)n3c2)cc1	-5	-25	-1	/	-1	13	4	4	-0.9	-5
COCCN(Cc1cc2cc3c(cc2nc1Cl)OCO3)C(=O)Nc1ccccc1OC	-5	2	-5	9	3	3	-3	5	-0.4	-6
COc1ccccc1C(=O)N=C1NC(=O)CC2C(=O)NCCN12 (stereo unspecified)	3	-2	3	5	-4	0	6	/	3.4	-2
Cc1ccc2c(c1)N(Cc1ccccn1)C(=O)C(C)O2 (stereo unspecified)	-3	6	-3	7	-3	4	1	1	-0.3	-5
COC(=O)c1c(N2C(=O)CC(Sc3ncccc3C(=O)O)C2=O)sc(C)c1C (stereo unspecified)	1	-1	3	7	-4	6	14	2	-0.7	3
Cc1cccc(OCCCCCNCCO)c1	-2	-4	-2	4	2	-1	-1	0	3.1	6
COc1ccc(CCNC(=O)C(=O)NCC2OCCN2S(=O)(=O)c2cc(F)ccc2F)cc1 (stereo unspecified)	0	5	-4	-4	-3	9	-1	0	0.7	-1
CCCn1c(=O)c2ccccc2n2c(SCCNCCO)nnc12	-2	-3	-2	6	5	-4	2	3	-0.9	14
Cc1ccc(NC(=O)c2cc3ccccc3o2)cc1Cl	-2	-1	-3	-56	1	6	0	6	-1.8	-34
Cc1ccc(-n2c(Cc3cccs3)nnc2SCc2ccc([N+](=O)[O-])cc2)cc1	2	/	4	/	-1	3	2	-1	/	-2
Cc1ccc(O)c(C(=O)c2cnn(-c3ccccc3)c2)c1	-1	0	-3	-22	-4	0	-2	2	-2.6	-14
CN1/C(=C\C=C(/C#N)C(=O)Nc2ccccc2F)C(C)(C)c2ccccc21	0	10	-5	-16	-2	-3	0	2	-1.9	-4
O=c1cc(C23CC4CC(CC(C4)C2)C3)[nH][nH]1	-3	-8	-1	4	1	0	-1	-3	-0.3	0
N#Cc1c(N)nc(SCC(=O)NCCc2ccccc2)c(C#N)c1-c1cccs1	3	4	-5	-2	3	3	-2	52*	40*	-4
CCC1(C)Cc2sc3c(=O)[nH]c(=S)[nH]c3c2CO1 (stereo unspecified)	1	5	0	-17	-5	6	3	-3	0.0	-3
COC(=O)c1sccc1NC(=S)N1CCN(c2ccccc2)CC1	-2	0	3	-3	-2	0	2	-1	-1.1	5
Cc1cccc2c1N(C)C(=O)C2=O	-4	-3	-13	5	-8	2	4	0	-2.3	1
COC/C=C/C1=CC2=CC(=O)C(C)(OC(=O)c3cnc4ccccc4n3)C(=O)C2=CN1CCCOC(C)C (stereo unspecified)	-4	9	-11	7	3	6	4	1	-1.5	18
CN(C(=O)c1ccccc1C(=O)OCC(=O)Nc1ccc(OC(F)F)cc1)c1ccccc1	1	-5	1	-3	-5	-1	4	2	-1.9	7
Cc1ccc(/C=C(\C#N)C(=O)Nc2cccc(C)n2)cc1	3	-4	-2	-1	5	6	-1	1	0.4	-2
COc1ccc([N+](=O)[O-])cc1NC(=O)C1CCCCC1C(=O)O (stereo unspecified)	1	-3	1	1	2	2	1	2	-1.1	2
CC(=O)N(/N=C1\Sc2ccccc2C1=O)c1ccc(C)cc1C	-7	-8	-3	-9	2	-2	-1	-6	-1.7	-3
CCOC(=O)C1=C(N)Oc2cc(O)ccc2C1c1ccc(F)cc1F (stereo unspecified)	0	-4	-4	-4	-4	-1	6	-5	0.6	-4
Cc1ccc(S(=O)(=O)N(CCc2ccccc2)CC(=O)N2CCOCC2)cc1	2	/	-2	/	-2	2	3	-7	/	3
O=C(N/N=C/c1ccc(-c2cccc(C(F)(F)F)c2)o1)c1ccccc1O	-7	3	-8	7	7	2	-1	-11	-1.3	3
CCOc1ccc(Cl)cc1/C=N/O	-1	3	-1	-3	-4	1	1	-5	-2.2	5
O=C(COc1cccnc1[N+](=O)[O-])NCc1ccc2c(c1)OCO2	-3	4	0	6	1	0	-3	-10	-1.4	-4
O=S(=O)(/N=C(/Nc1nc2ccccc2s1)c1ccccc1)c1ccccc1	-2	3	3	-5	0	32	2	-4	2.1	-12
CCN(CC)C(=O)C1=C(C)N(CCC2=CCCCC2)C(=O)C(CC(=O)NCc2ccco2)C1 (stereo unspecified)	0	1	-5	5	-1	1	-3	0	-1.1	-2
NC(=O)CS(=O)(=O)c1nc2ccccc2n1Cc1ccccn1	2	4	-6	5	0	1	2	6	0.6	8
CCNC(=O)CN(c1ccc(Oc2ccccc2)cc1)S(=O)(=O)c1ccccc1	1	13	-1	-8	0	-6	-1	3	-0.1	2
C=CCn1c(CSc2nc3ccccc3s2)nnc1SCC(=O)OCC	2	-2	2	-3	-1	-4	0	-5	-1.6	-4
Cn1c(CCC(=O)OCC(=O)Nc2ccc(Oc3ccccc3)cc2)nc(=O)c2ccccc21	0	7	2	13	-2	-4	1	-2	-1.6	2
O=C(COC(=O)c1cccc([N+](=O)[O-])c1)NCC1CCCO1 (stereo unspecified)	4	-2	-2	3	2	-1	1	1	0.1	-3
COC(=O)C1CCN(CCCOc2ccc(CN3CCN(c4ccc([N+](=O)[O-])cc4)CC3)cc2)CC1	5	2	-1	-8	0	-7	-2	-3	-1.7	-2
CC1=C(C)CC2(SC1)C(=O)N(c1ccccc1)N=C2N (stereo unspecified)	-2	1	4	10	0	-1	0	5	-1.3	1
CCN(CC)S(=O)(=O)c1ccc(N2CCCC2)c(NC(=O)Cc2ccc(OC)cc2)c1	1	10	2	2	-2	-3	3	-9	1.0	5
CC(=O)N(/N=C1\Sc2ccccc2C1=O)c1cccc(C)c1	-11	-3	-6	1	22*	-1	8	6	-2.8	-5
CCN(CC)CCCNC(=S)N1CCN(c2nc(-c3ccccc3)cs2)CC1	-1	-1	1	5	-4	4	-4	0	-1.6	7
CCOC(=O)C1CCN(C(=O)CCc2nc3sc4c(c3c(=O)[nH]2)CCCC4)CC1	3	0	1	-6	-1	6	1	1	1.0	5
CC(Sc1nc(-c2ccco2)nc2c1c(=O)n(C)c(=O)n2C)C(=O)O (stereo unspecified)	-1	0	2	1	1	4	-1	-8	-0.7	10
CC(C)(C)NC(=O)Cn1cc(C#N)c2cc(Br)ccc21	4	4	0	-1	-1	0	0	2	-0.4	-2
CC(=O)N1CCC(C(=O)c2ccc(Cl)cc2)CC1	5	-2	-2	4	1	-2	1	2	1.2	2
Cc1ccc(CNC(=O)c2ccc(N3CCC4(CC3)CC(c3cccc(Br)c3)=NO4)c(NC(=O)c3ccc(Br)cc3)c2)cc1	-1	2	-2	-33	-2	7	-2	9	2.3	-2
C=CCN1C(=O)[C@H](CC(=O)N2CCOCC2)[C@@]2(C(=O)OCC)CCCC=C12	-2	/	-6	/	-1	2	-6	0	/	2
CCOc1ccc(CCNC(=O)COC(=O)CNS(=O)(=O)c2ccc(NC(C)=O)cc2)cc1OCC	-1	-1	-2	-6	-2	7	-1	1	-2.4	-2
Cc1ccc(NC(=O)CNc2cccc(S(=O)(=O)N3CCCCC3)c2)cc1F	0	2	-5	-23	0	5	2	-1	-0.3	-7
CCn1cc([N+](=O)[O-])c(C(=O)N2CCOCC2)n1	3	-5	2	-2	-8	-1	2	0	1.7	-2
O=C(c1ccncc1)c1ccc(Br)cc1	2	4	3	1	-1	-2	-1	4	0.1	-1
COC(=O)C1CCN(C(=O)COC(=O)c2n[nH]c3ccccc23)CC1	2	1	-5	3	2	-3	-3	0	0.5	2
